# Compound activity (PubChem)
# KDM5B inhibitor: inhibitors of human KDM5B histone demethylase. Q9UGL1. KDM5B demethylase, FDH-coupled NADH fluorescence (FDH is formaldehyde dehydrogenase). Potency, µM (series often up to 57.7 µM), without a hit: at the highest dose activity change, negative = inhibition, hits mostly inhibitors. 220,000 tested, 2.6% active. AID 1347165; active = well fitted inhibition curve with a large enough effect; inconclusive = small, poorly fitted or top-dose-only effect; inactive = no such curve, though single readings can be large or run the other way; also: 0% is about no effect; nearly all actives have a fitted effect of over 70% in size
#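 Inhibition is measured as reduced NADH fluorescence generation from FDH coupling to formaldehyde release. Truncated KDM5BΔAP at 200 nM final acts on H3K4me3 peptide (12.5 µM in substrate mix) in pH 7.5 HEPES buffer with Tween-20, 30 min, room temperature.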
# Active calls of the source: *; i = inactive; ? = inconclusive; [ ] = another dose, or the depositor's remark. Potency is read from the fitted curve at half-maximal effect. An excerpt; rates above refer to the full screens.
Structure,KDM5B inhibitor
COc1ccc(S(=O)(=O)Nc2nc3ccccc3nc2NCc2ccccc2)cc1,356%[activator]
O=C(NCc1ccco1)c1cc(-c2cccs2)nc2ccccc12,i
O=C(c1ccc2c(c1)N(Cc1ccc(Cl)cc1)C(=O)c1ccccc1S2(=O)=O)N1CCCCC1,-26%
CCc1ccc(CNC(=O)CSc2cc(=O)n(C)c3ccc(Cl)cc23)cc1,-26%
COc1ccccc1C(=O)Nc1cccc(C(=O)OCc2cc(=O)n3cc(C)sc3n2)c1,-5%
CC(C)CCN(CC(N)=O)C1CC1,14%
CCCCN(CC)C(=O)CSc1nc2n[nH]c(C)c2c(=N)n1-c1cccc(C)c1,?
O=S(=O)(c1cccc(F)c1)N1CCN(Cc2ncc(-c3ccc(F)cc3)o2)CC1,-3%
CCOc1ccc(N2C(=O)c3cccnc3C2Nc2ccc(C)cc2C)cc1 (stereo not given),-26%
CCCOc1c(Cl)cc(C(=O)Nc2nnc(C(C)C)s2)cc1OCC,11%

# Among those listed so far, 5 have a carbonyl joined to an NH by a bond outside any ring:
Structure,KDM5B inhibitor
O=C(NCc1ccco1)c1cc(-c2cccs2)nc2ccccc12,i
CCc1ccc(CNC(=O)CSc2cc(=O)n(C)c3ccc(Cl)cc23)cc1,-26%
COc1ccccc1C(=O)Nc1cccc(C(=O)OCc2cc(=O)n3cc(C)sc3n2)c1,-5%
CC(C)CCN(CC(N)=O)C1CC1,14%
CCCOc1c(Cl)cc(C(=O)Nc2nnc(C(C)C)s2)cc1OCC,11%

# Next section
Structure,KDM5B inhibitor
CC(NC(=O)CN1C(=O)NC2(CCS(=O)(=O)CC2)C1=O)c1ccccc1 (stereo not given),25%
COc1ccccc1N1CCN(C(=O)C[C@@H]2O[C@H](CNS(=O)(=O)c3ccccc3)[C@@H](O)[C@H]2O)CC1,-28%
O=c1cc(-c2ccccc2)sc2nnc(-c3ccc(Cl)cc3)n12,-8%
CN(C)c1nc(N)nc(COc2ccccc2F)n1,3%
Cc1ncc2c(c1CNC(=O)c1ccc3c(c1)OCO3)CCN(C(=O)c1coc3c1C(=O)CCC3)C2,-33%
COc1ccccc1CNC(=O)CSc1cc(C)[nH]c(=O)n1,-4%
COc1ccc(C(=O)N[C@@H]2CCC[C@@H]2C(=O)N2CCN(c3ccccc3OC)CC2)cc1,-2%
O=C(O)c1cc2cn(C3CC3)cc2s1,25µM*
COc1ccc(OCCNC(=O)c2ccc3[nH]c(C)c(C)c3c2)cc1,-17%
CCC(CC)NC(=O)Cn1c(=O)c2c(ncn2CCOC)n(Cc2ccccc2)c1=O,-6%
Cc1nc(C)c(C(=O)N2CCC(Cc3noc(C4CC4)n3)C2)s1 (stereo not given),1%
CN1CCN(C(CNC(=O)c2ccccc2)c2ccc3c(c2)OCO3)CC1 (stereo not given),-8%
CCc1ccc2c(c1)[C@]1(C(=O)N2)N2CCC[C@H]2[C@@H](C(=O)c2ccc(F)cc2)[C@]12C(=O)Nc1ccccc12,-6%
COCCNc1ccc2nnc(C)n2n1,-12%
O=C1/C(=C/c2cccnc2)SC(=S)N1CCc1ccccc1,2%
Cc1noc(C)c1[S+](=O)([O-])N1CCC2(CC1)COc1ccccc1NC2=O,-17%
O=C(CCn1ccn2nc3c(c2c1=O)CCCC3)NCc1ccc(F)cc1Cl,17%
CSc1cccc(NS(=O)(=O)c2ccc3[nH]cc(C(=O)N4CCCC4)c(=O)c3c2)c1,-4%
CN(C)CC(=O)N1CCC2(C1)CN(C)c1ccc(C(=O)Nc3ccccc3)cc12 (stereo not given),?
O=C(Nc1cccc(OC2CCCC2)c1)C1CCCO1 (stereo not given),22%
COC1C(=O)N(c2cccc(F)c2)C12CCN(S(=O)(=O)Cc1ccccc1F)CC2 (stereo not given),?
CC(C)NC(=O)c1nc(-c2cccc3[nH]ccc23)no1,14%
CCCNC(C)c1cc2ccccc2o1 (stereo not given),19%
O=C(C1CCCC1)N1CCc2nc(-c3ccc(Cl)cc3)nc(-c3ccccc3)c2C1,19%
O=c1c2c(n(Cc3cccnc3)n1CCc1ccccc1)CN(Cc1cccc(O)c1)CC2,?
CC1CCN(CCC(=O)O)CC1,12%
Cc1cccc(Nc2nc(C(=O)NC3CCCCC3)cs2)c1,-18%
Cn1nc(C2CCN(C(=O)c3ccccc3F)CC2)[nH]c1=O,-4%[86.2 µM]
CC(C)N1C[C@H](O)C[C@H]1c1nnc2n1CCN(C(=O)c1ccc(Cn3ccnc3)o1)CC2,-2%
C=CCn1c(SCc2ccccc2Cl)nnc1-c1sc2nc(C)cc(C)c2c1N,?
Cc1cccc(CC(=O)N2CCC3(CC2)N(C)C(=O)CS3(=O)=O)c1,-9%
C=C(C)CNC(=S)N/N=C/c1ccco1,-3%
CCCCN(Cc1ccccc1)c1ccc(NS(=O)(=O)c2ccc(C)cc2C)cc1C(=O)O,18%
O=C(OCc1cccc(Cl)c1)c1cc(Cl)c[nH]1,-3%
CCn1cc(S(=O)(=O)N2CCC3(CC2)CC(OCC2CC2)CCO3)cn1 (stereo not given),-6%
COc1cc(Nc2nc3ccccc3nc2NS(=O)(=O)c2cccs2)cc(OC)c1,-5%
Brc1ccc(-c2nnc(-c3cccs3)o2)o1,?
Cc1ccc(C)c(N2CCN(CCCNC(=O)C3COc4ccccc4C3)CC2)c1 (stereo not given),-4%
COCCOC1CN(C2CCN(C(=O)c3nn(C)c4ccccc34)CC2)C12CCCCC2 (stereo not given),-14%
COc1ccc(NCC(=O)n2c(C)c(C)c3ccccc32)cc1OC,?
O=C(N/N=C/C=C/c1ccccc1[N+](=O)[O-])NC1CCCCC1,8%
Cn1cc(S(=O)(=O)N2CCCCC2)cc1C(=O)N1CCN(c2ccccc2F)CC1,-26%
O=C(COC(=O)c1ccc(O)cc1O)c1ccc2c(c1)OCO2,-8%
Cc1nn2c(nnc3c(=O)n(-c4cc(Cl)cc(Cl)c4)ccc32)c1-c1ccccc1,4%
Cc1ccc(C(=O)C(C)Oc2ccccc2Cl)cc1 (stereo not given),16%
Cc1ccc(C)c(CSc2cn(CC(=O)N3CCCC3)c3ccccc23)c1,?
O=C(c1cccs1)N1CCC(Oc2ccccc2)C1 (stereo not given),-22%
COc1cccc2c1OCC(C(=O)N1CC(Oc3ccccc3C)C1)C2 (stereo not given),-1%
CC1=C(C(=O)Nc2ccc(C(=O)NCc3ccc(OC(C)C)cc3)c(Cl)c2)SCCO1,8%
CN(Cc1ccc2c(c1)OCO2)Cc1cc2n(n1)CCNC2,14%

# (list continues)
Structure,KDM5B inhibitor
CC(C)(C)C(=O)COC(=O)c1cc(-c2ccccc2)c(N2CCOCC2)s1,-15%
CCn1nccc1C(=O)N1CCC(Oc2ccccc2)C1 (stereo not given),-12%
Cc1cccc(NC(=O)Nc2nnc(N(C)Cc3ccccc3)s2)c1,-10%
O=C(OCCc1ccccc1)c1ccc([N+](=O)[O-])cc1,2%
CCOc1ccccc1NC(=O)c1cc(S(=O)(=O)N2CCOCC2)cn1C,-21%
CCOC(=O)CC1NCCNC1=O (stereo not given),-25%
CCN1CCCC1CNC(=O)c1[nH]c2ccc(OC)cc2c1C (stereo not given),?
COc1ccc(CNC(=O)c2cc3n(n2)CC(c2ccc4c(c2)OCO4)OC3)cc1OC (stereo not given),25µM*
CCOc1ccc(CN(Cc2ccccc2)Cc2cc(=O)n3ccc(C)cc3n2)cc1,8%
CCC1CCCCN1C(=O)c1ccccc1Br (stereo not given),-5%
COCC1CN(S(=O)(=O)Cc2ccccc2)CC12CCNCC2 (stereo not given),-30%
CCC(C)NC(=O)CCNC(=O)c1ccc2nc(C)c(C)nc2c1 (stereo not given),15%
c1ccc(-c2nc3ccncc3[nH]2)cc1,?
Cc1ccc(Sc2c(C)nn(-c3ccccc3)c2OC(=O)C(C)(C)C)cc1,?
Cc1nc2ccccc2nc1COC(=O)c1cccnc1,0%
COc1ccc(-c2noc(-c3cccn3CC(=O)Nc3cc(C)ccc3OC)n2)cc1F,-11%
Cc1ccc(N2CC(C)Cn3c2nc2c3c(=O)n(Cc3cccc(Cl)c3)c(=O)n2C)cc1 (stereo not given),1%
COc1ccc(CC(=O)N2CCC(Oc3ccc(C(=O)N(C)C)cn3)CC2)cc1Cl,4%
CN(C)S(=O)(=O)c1ccc(C(=O)NCCSc2c(-c3ccc(Br)cc3)[nH]c3ccccc23)cc1,-5%
O=C1NCC2(CCN(c3nccc(CCC(F)(F)F)n3)CC2)O1,20µM*
O=C(CCc1ccc(-c2ccccc2)o1)NC1CCS(=O)(=O)C1 (stereo not given),-12%
S=C(NCc1ccco1)Nc1ccc(Br)cc1,-32%
CCc1ccc2nc(N(CCN(CC)CC)C(=O)c3cccs3)sc2c1,?
COc1ccccc1-c1nc(C(=O)NC2CC2)n2ccccc12,i
CCNc1nc(SCC(=O)NC)nc2ccccc12,-19%
CC(CCc1ccccc1)NC(=O)C1CC1C (stereo not given),-7%
COCCN1CCn2c(nc3cc(C(=O)NC(C)C)ccc32)C1,18%
COc1cc2c(C(=O)N(C)c3cccc(C(F)(F)F)c3)cn(CC(C)C)c(=O)c2cc1OC,-6%
CN(CC(=O)Nc1ccc(Nc2ccccc2)cc1)S(=O)(=O)c1ccccc1,0%
COC(=O)CNC(=O)CSc1ccccn1,-2%

# Rewritten as labelled records: part of the list above.
> CCNc1nc(SCC(=O)NC)nc2ccccc12
  KDM5B inhibitor = -19%
> CC(CCc1ccccc1)NC(=O)C1CC1C (stereo not given)
  KDM5B inhibitor = -7%
> S=C(NCc1ccco1)Nc1ccc(Br)cc1
  KDM5B inhibitor = -32%

# Next part.
Structure,KDM5B inhibitor
Cc1cc(=O)n(CC(=O)Nc2ccccc2)c(N2CCc3ccccc3C2)n1,0%
CSCCC(NC(=O)c1ccccc1Br)C(=O)NCc1ccc(F)cc1 (stereo not given),5%
C[C@H](NC(=O)[C@H](Cc1ccccc1)NC(=O)c1cc2cc(Cl)ccc2n1C)C(=O)O,-18%
CN(C)C(=O)c1cccnc1OC1CCN(C(=O)c2ccncc2)CC1,5%
CN1CCN(C(C(=O)O)c2cn(C)c3cc(C(=O)O)ccc23)CC1 (stereo not given),?
COc1cccc(C(=O)N2CCN(C(=O)C3CCCO3)CC2)c1 (stereo not given),18%
CC(=O)N(CCC1(c2ccc(C)cc2)CCOC(C(C)C)C1)Cc1ccccc1 (stereo not given),5%
O=C(NC1CC1)c1ccccc1OC1CN(Cc2ccncc2)C1,-11%
O=C(CCCn1c(=O)c2sccc2n(Cc2cccc(Cl)c2)c1=O)NCc1ccc2c(c1)OCO2,?
Cc1ccc2[nH]c(C(=O)NCCOc3ccccc3)cc2c1,?
COc1ccc(CNC(=O)c2ncoc2-c2cccc(Cl)c2)cc1OC,-22%
Cc1cccc(N2CC(C(=O)Nc3ccc(S(=O)(=O)Nc4ncccn4)cc3)CC2=O)c1C (stereo not given),7%
Cc1cn(CCC(=O)Nc2ccc(N3CCOCC3)cc2)c2ccccc12,9%
Brc1ccc(CSc2ccc(-c3ccccn3)nn2)cc1,?
COc1cc(C(=O)Nc2ccc3oc(-c4ccccc4F)cc(=O)c3c2)cc(OC)c1OC,1%
CCOC(=O)c1cc(NCc2cccc(Cl)c2Cl)ccc1N1CCOCC1,14%
CC(=O)c1ccc(NC(=O)Cn2ncc3c(C)n(Cc4ccc(F)cc4)c(C)c3c2=O)cc1,-12%
COc1ccc(-c2nn3c(=O)cc(CN4CCN(C(=O)c5ccc(OC)c(OC)c5)CC4)nc3s2)cc1,?
O=C(NC1CCN(c2cc(-c3ccc(F)cc3)[nH]n2)CC1)c1ccc(F)c(Cl)c1,-14%
COc1ccc(-c2[nH]nc3ncc(C(=O)N4CCN(Cc5ccccc5)CC4)nc23)c(C)c1,-18%
Cc1ccc(NC(=O)Cn2ccn3nc(-c4ccccc4)c(CO)c3c2=O)c(Cl)c1,?
Cc1ccc(C)c(N2CCN(C(=O)c3cc4n(n3)CC(c3ccc(Cl)cc3)OC4)CC2)c1 (stereo not given),-29%
Cc1cc(N2CCC(NC(=O)c3ccc(N(C)C)cc3)C2=O)ccc1F (stereo not given),14%
O=C1NCc2ccccc2CC12CCCCN2Cc1cc2ccccc2o1 (stereo not given),-5%[115 µM]
COc1ccc(CCNC(=O)Cn2ccn3nc(-c4ccccc4)c(CO)c3c2=O)cc1OC,?
CN(CC(=O)N(C)C1CCCc2ccccc21)c1ncnc2nc[nH]c12 (stereo not given),21%
CCN1CCCC1CNC(=O)CCc1nc2ccccc2[nH]1 (stereo not given),10%
CC(=O)N1CCN(C(=O)c2ccc3c(c2)NC(C)(COc2cccnc2)CO3)CC1 (stereo not given),-17%[86.2 µM]
O=C(NCCN1CCOCC1)C1CN(S(=O)(=O)c2cccs2)CC12CCCCC2 (stereo not given),-10%
CCCC(=O)Nc1nn(CC(C)C)c2nc3cc(C)ccc3cc12,18%

# An excerpt of these results, field by field:
Structure: Cc1cccc(CC(=O)N2CCC3(CC2)N(C)C(=O)CS3(=O)=O)c1
  KDM5B inhibitor: -9%

Structure: COc1ccc(-c2nn3c(=O)cc(CN4CCN(C(=O)c5ccc(OC)c(OC)c5)CC4)nc3s2)cc1
  KDM5B inhibitor: ?
